GPR151 activ: activators of human GPR151, primary screen, cell-based, PathHunter beta-arrestin, luminescence; G-protein coupled receptor 151 (Homo sapiens), Q8TDV0; PathHunter beta-arrestin GPR151 cells; activation, % at 11.2 µM; hit rate 1% among 650,000; AID 1508602, 2020; in the data active = activation above about 4.9%;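 note: 0% = median of compound wells and 100% = cells with positive control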
Target sequence (Q8TDV0 whole entry, looked up): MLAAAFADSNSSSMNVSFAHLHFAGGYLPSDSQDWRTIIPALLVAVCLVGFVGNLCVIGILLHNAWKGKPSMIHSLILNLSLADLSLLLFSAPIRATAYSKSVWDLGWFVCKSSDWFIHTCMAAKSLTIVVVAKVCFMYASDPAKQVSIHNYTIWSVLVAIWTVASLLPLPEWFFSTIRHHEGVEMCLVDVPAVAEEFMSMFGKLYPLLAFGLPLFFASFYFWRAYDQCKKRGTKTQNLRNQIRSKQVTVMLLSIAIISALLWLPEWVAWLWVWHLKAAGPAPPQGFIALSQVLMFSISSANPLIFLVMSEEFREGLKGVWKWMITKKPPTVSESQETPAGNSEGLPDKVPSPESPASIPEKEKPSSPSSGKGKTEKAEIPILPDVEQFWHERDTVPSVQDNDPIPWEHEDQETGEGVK
* hit, by the source's call. The list is partial; count on the stated rates, not on these rows.

SMILES	GPR151 activ
COc1ccc(N(CCc2cccc(C)n2)C(=O)C2CCCCC2)cc1	3.0
CC(=O)Nc1ccc(NC(=O)c2cc(-c3cc(Cl)ccc3O)n[nH]2)cc1	-2.6
COc1cccc(-c2nc3c(N4CCCC4)cccc3n2CC2CCCN2)n1 (stereo unspecified)	1.2
Cc1ccc2cc(C3NC(=O)c4ccccc4N3)c(Cl)nc2c1 (stereo unspecified)	-2.2
COc1ccc(Nc2ccccc2NC(=O)c2ccc(=O)[nH]c2)cc1	-0.1
CCCn1nnc(NC(=O)COc2ccc(C3CCCCC3)cc2)n1	0.6
CC1CC1C(=O)NC1CCN(CC2(c3ccccc3)CCCCC2)CC1 (stereo unspecified)	0.6
CC(C)(C)CN1C(=O)C(c2ccccc2)(c2ccccc2)N=C1N	0.4
COc1ccc(Oc2ccc([C@@H](C)N(C)c3ncc4c(N)nc(N)nc4n3)cc2)cc1	-1.1
COc1ccc(C2(C(=O)Nc3ccc(Br)cc3)CCCC2)cc1	-0.7
CCCCS(=O)(=O)Nc1ccc2cnn(C)c2c1	-0.2
Cc1cc(C)c2cc(C(=O)NC3CCCCCCC3)[nH]c2c1	0.4
CC(C)(C)OC(=O)N1CCN(c2nccc(-c3ccc(-c4ccc(Cl)cc4)s3)n2)CC1	5.3*
O=C(CN1CCOCC1)Nc1ccc2ncnc(Nc3ccc(OCc4cccc(F)c4)c(Cl)c3)c2c1	0.1
CC(C)(C)c1cc(C(=O)Nc2cccnc2)cc(C(=O)Nc2cccnc2)c1	-0.4
COc1ccc(-c2cncc3ccc(C(=O)NCCCn4ccnc4)nc23)cc1	-2.1
Cc1cc(NCCc2ccccc2)nc(/N=C(\N)Nc2ccc(Cl)cc2)n1	2.4
O=C(C1CCN(c2cc(-n3cccc3)ncn2)CC1)N1CCc2ccccc2C1	-0.6
CN1CCN(S(=O)(=O)c2ccc(-c3ccc4c(Nc5ccc6n[nH]nc6c5)ccnc4c3)cc2)CC1	0.0
COc1cc(C2=NCCN2)ccc1-n1cc(-c2cccc(C3=NCCN3)c2)nn1	2.0
O=C(Nc1ccc(F)c(-c2nc3ncc(-c4ccccc4)cc3[nH]2)c1)N1CCCC1	-1.4
CCc1ccc(S(=O)(=O)Nc2cc(CN3CCN(CCC(C)C)CC3)ccc2C)cc1	2.5
CC(C)=CCCC(C)=CCNCCNC1C2CC3CC(C2)CC1C3 (stereo unspecified)	-0.4
FC(F)(F)c1ccc(N(c2cccnc2)C2CCN(c3ccc(C(F)(F)F)cn3)CC2)cc1	3.1
CC1COC2(CCN(c3nc(=O)c4cc(C(F)(F)F)cc([N+](=O)[O-])c4s3)CC2)O1 (stereo unspecified)	-1.2

No new results follow: an excerpt of the list.
SMILES	GPR151 activ
CCCn1nnc(NC(=O)COc2ccc(C3CCCCC3)cc2)n1	0.6
CC1CC1C(=O)NC1CCN(CC2(c3ccccc3)CCCCC2)CC1 (stereo unspecified)	0.6
CC(C)(C)CN1C(=O)C(c2ccccc2)(c2ccccc2)N=C1N	0.4
COc1ccc(Oc2ccc([C@@H](C)N(C)c3ncc4c(N)nc(N)nc4n3)cc2)cc1	-1.1
COc1ccc(C2(C(=O)Nc3ccc(Br)cc3)CCCC2)cc1	-0.7
CCCCS(=O)(=O)Nc1ccc2cnn(C)c2c1	-0.2
Cc1cc(C)c2cc(C(=O)NC3CCCCCCC3)[nH]c2c1	0.4
CC(C)(C)OC(=O)N1CCN(c2nccc(-c3ccc(-c4ccc(Cl)cc4)s3)n2)CC1	5.3*
O=C(CN1CCOCC1)Nc1ccc2ncnc(Nc3ccc(OCc4cccc(F)c4)c(Cl)c3)c2c1	0.1
CC(C)(C)c1cc(C(=O)Nc2cccnc2)cc(C(=O)Nc2cccnc2)c1	-0.4
COc1ccc(-c2cncc3ccc(C(=O)NCCCn4ccnc4)nc23)cc1	-2.1
Cc1cc(NCCc2ccccc2)nc(/N=C(\N)Nc2ccc(Cl)cc2)n1	2.4
O=C(C1CCN(c2cc(-n3cccc3)ncn2)CC1)N1CCc2ccccc2C1	-0.6
CN1CCN(S(=O)(=O)c2ccc(-c3ccc4c(Nc5ccc6n[nH]nc6c5)ccnc4c3)cc2)CC1	0.0
COc1cc(C2=NCCN2)ccc1-n1cc(-c2cccc(C3=NCCN3)c2)nn1	2.0
O=C(Nc1ccc(F)c(-c2nc3ncc(-c4ccccc4)cc3[nH]2)c1)N1CCCC1	-1.4
CCc1ccc(S(=O)(=O)Nc2cc(CN3CCN(CCC(C)C)CC3)ccc2C)cc1	2.5
CC(C)=CCCC(C)=CCNCCNC1C2CC3CC(C2)CC1C3 (stereo unspecified)	-0.4
FC(F)(F)c1ccc(N(c2cccnc2)C2CCN(c3ccc(C(F)(F)F)cn3)CC2)cc1	3.1
CC1COC2(CCN(c3nc(=O)c4cc(C(F)(F)F)cc([N+](=O)[O-])c4s3)CC2)O1 (stereo unspecified)	-1.2

New compounds follow.
SMILES	GPR151 activ
Nc1ncc(-c2ccc(C(F)(F)F)nc2)cc1-c1ccc(C(F)(F)F)nc1	0.7
Cc1noc(C)c1C(=O)N1CCCC(c2[nH]c3c(C)cccc3c2-c2ccncc2)C1 (stereo unspecified)	2.5
COc1cccc(-c2cc3c(Nc4cccnc4)nccc3[nH]2)c1	1.8
CCCCOC(=O)Nc1cc2[nH]c(C3CCCCC3)nc2cc1N1CCCC1	0.1
Cc1cccc(-c2nc(Nc3ccncn3)c3sccc3n2)n1	-1.3
O=C(Nc1ccc(N2CCNCC2)cc1)c1ccn2ncc(-c3cccc(Cl)c3)c2n1	3.3
N#Cc1nc(-c2ccccc2)oc1S(=O)(=O)c1ccc(Cl)cc1	-1.5
Cc1ccc(S(=O)(=O)Nc2ccc(CN3CCN(C(=O)c4cccc(C#N)c4)CC3)cc2)cc1	-0.6
CCC(C)NC(=O)c1ccc(NC(=O)C2(c3ccccc3)CCCC2)cc1 (stereo unspecified)	-1.2
O=C(N[C@H](Cc1ccccc1)C(=O)Nc1ccccc1N1CCOCC1)c1cccs1	2.9
O=C(Nc1nc(-c2ccccn2)cs1)C1CC1c1ccccc1F (stereo unspecified)	-1.5
CNC(=O)C1Cc2ccccc2N1C(=O)Cc1ccc(F)cc1 (stereo unspecified)	0.2
Cc1cc(Cl)ccc1NC(=O)CCc1ccc(S(=O)(=O)NCC(C)C)cc1	2.9
Nc1nc2ccc(-c3cncc(Oc4ccc(F)cc4)c3)cc2[nH]1	-1.2
Cc1nc(-c2ccccn2)nc(N2CCC(Cc3ccccc3)C2)c1Cl (stereo unspecified)	-0.6
COc1ccc(OC)c(NCc2ccc3nc(N)nc(N)c3c2Cl)c1	-0.2
COc1cc2ncnc(NC3CCN(Cc4ccccc4)CC3)c2cc1OC	-3.6
Cn1ncc2c(N3CCOCC3)nc(NCCc3c[nH]c4ccccc34)nc21	1.3
CS(=O)(=O)c1ccccc1C(=O)N(Cc1ccccc1)c1ccccc1	-0.9
CCc1ccc(C(NCc2nc(N)nc(N(C)C)n2)C(C)C)cc1 (stereo unspecified)	-0.6
Cc1ccc(S(=O)(=O)N2CCN(C(=O)c3cc(-c4ccccc4)n[nH]3)CC2)cc1	0.2
O=C(Nc1c(O)cccc1-c1nc2c(C(=O)O)cccc2o1)c1cc(-c2ccccc2)on1	-0.3
COC(=O)c1ccc(F)cc1NS(=O)(=O)c1cccc(-c2cnn(Cc3ccccc3)c2)c1	-0.7
COc1ccc(S(=O)(=O)Nc2ccc(CN3CCN(C(=O)c4cccc(C#N)c4)CC3)cc2)cc1	0.9
CCC(=O)Nc1ccccc1C(=O)Nc1ccccn1	-0.3
O=C(NC1=NCCS1)c1sc2cc(F)ccc2c1Cl	7.4*
